From PubChem
GAA glycogen – qHTS Assay for Inhibitors and Activators of Human alpha-Glucosidase Cleavage of Glycogen | Lysosomal alpha-glucosidase (Homo sapiens), P10253 | recombinant GAA, glycogen substrate, Amplex Red glucose oxidase fluorescence | Potency, µM (series often up to 76.4 µM), inactives show top-dose activity change, negative = inhibition, usual class: inhibitors | 300,000 compounds, 0.38% hits | AID 2100, 2009; active = well fitted inhibition curve with a large enough effect; inconclusive = small, poorly fitted or top-dose-only effect, or another doubt; inactive = no such curve, though single readings can be large or run the other way;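 note: 0% = full enzyme reaction and -100% = no-enzyme basal signal; the screen sought inhibitors and activators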
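Natural-substrate format: glycogen cleavage by 4 nM human enzyme, glucose read by Amplex Red coupling (Ex 573, Em 610 nm). Normalized to enzyme and no-enzyme controls.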
* = called active by the depositor; ? = inconclusive; & = joins results of further samples; [ ] = remark or other dose. Potency is the fitted concentration of half-maximal effect. Not all compounds are listed (hit frequency here may not be typical).

SMILES	GAA glycogen
COCCN(CCOC)Cc1c(O)ccc2c1O/C(=C\c1ccc(C)o1)C2=O	-1%
CC(C)CN(CC(C)C)C(=O)CN1C(=O)NC2(CCCc3ccccc32)C1=O (stereo not given)	4%
O=C(O)CC1(CC(=O)N2CCOCC2)CCCC1	-1%
COc1cc(Cl)c(C)cc1NC(=O)CCc1nc2cccnc2n1-c1ccccc1	-9%[76.3 µM]
CC(C)(C)C(=O)/C(=C/c1ccc(Cl)cc1)n1cncn1	1%
O=C(CN1C(=O)c2ccccc2C1=O)Nc1ccccc1	1%[76.3 µM]
Cc1ccc(NC(=S)NC2CCSc3ccccc32)cc1C (stereo not given)	0%[76.3 µM]
O=C1CCC(c2ccc3c(c2)CCC3)=NN1	10%
CC(C)CCNC(=O)c1ccc2c(c1)N(Cc1ccccc1F)C(=O)c1ccccc1S2=O (stereo not given)	-13%[76.3 µM]
COC(=O)C1=C(c2ccccc2)c2ccccc2S(=O)(=O)N1CC(=O)Nc1ccccc1C(F)(F)F	-11%[76.3 µM]
O=C(O)c1ccccc1C(=O)Nc1ccc(S(=O)(=O)Nc2ccc(F)cc2)cc1	1%
CCc1ccccc1NC(=O)c1sc2nc(C)cc(C)c2c1N	-1%[76.3 µM]
Cc1cccc(Nc2cc(C)nc3nc(-c4ccccc4)nn23)c1	-3%[76.3 µM]
O=C(c1ccc2c(c1)N(Cc1ccc(F)cc1)C(=O)c1ccccc1S2(=O)=O)N1CCCCC1	14%[76.3 µM]
Cc1cccc(C(=O)Nc2cc3nn(-c4ccc(C(C)C)cc4)nc3cc2C)c1	11%[76.3 µM]
Cc1ccc(CN(Cc2ccco2)C(=O)c2oc3cc(Br)ccc3c2C)cc1	-8%[76.3 µM]
COc1cc2ccccc2cc1C(=O)NNC(=O)c1ccccc1O	2%[76.3 µM]
COc1cccc(/C=N/Nc2c(Cl)cncc2Cl)c1O	?
Cc1ccc(N2C(=O)C3C4C=CC(CC4)C3C2=O)cc1Cl (stereo not given)	-4%[76.3 µM]
Cc1ccc(CNC(=O)c2cc3c(=O)oc4ccc(C)cc4c3s2)cc1	17%[76.3 µM]

Compounds shown so far containing a COOH group (2):
SMILES	GAA glycogen
O=C(O)CC1(CC(=O)N2CCOCC2)CCCC1	-1%
O=C(O)c1ccccc1C(=O)Nc1ccc(S(=O)(=O)Nc2ccc(F)cc2)cc1	1%

Compounds above that have an aryl methoxy group:
SMILES	GAA glycogen
COc1cc(Cl)c(C)cc1NC(=O)CCc1nc2cccnc2n1-c1ccccc1	-9%[76.3 µM]
COc1cc2ccccc2cc1C(=O)NNC(=O)c1ccccc1O	2%[76.3 µM]
COc1cccc(/C=N/Nc2c(Cl)cncc2Cl)c1O	?

(more compounds)
SMILES	GAA glycogen
Cc1oc2c(C)c3oc(=O)c(CCC(=O)NCCCCCC(=O)O)c(C)c3cc2c1C	4%
Cc1nc2cc(-c3cccc(F)c3)nn2c(C)c1CCC(=O)NCCc1ccccc1	-25%[76.3 µM]
CCOC(=O)C1CCN(C(=O)c2cc3c(s2)-c2ccccc2OC3)CC1	1%[76.3 µM]
Cc1ccc(C2=C(O)c3ccccc3C(=O)C2=O)cc1	-13%[76.3 µM]
Cc1cc(C)c2oc(C(=O)NC3CCS(=O)(=O)C3)cc(=O)c2c1 (stereo not given)	-9%[76.3 µM]
O=C(CSc1cccc2cccnc12)Nc1cc(C(=O)O)cc(C(=O)O)c1	-3%[76.3 µM]
CCOc1ccc(NC(=O)Cn2cc(C(=O)c3ccc(C)c(C)c3)c(=O)c3cc4c(cc32)OCCO4)cc1	-5%[76.3 µM]
C=CCn1c(NCc2ccccc2OC)nc2ccccc21	3%[76.3 µM]
Cc1cccc(NC(=O)C2CCC(CNS(=O)(=O)c3ccc(Br)s3)CC2)c1 (stereo not given)	11%[76.3 µM]
O=C(Nc1ccc(F)cc1)c1cc2cc3ccc(Cl)cc3nc2o1	19%[76.3 µM]
COc1ccc(/C=N/Nc2cc(C)nc3ccc(OC)cc23)c(OC)c1	-22%[76.3 µM]
CCN(c1cccc(C)c1)S(=O)(=O)c1ccc2c(c1)oc(=O)n2C	1%
O=C(CN1CCN(Cc2cccc(F)c2)CC1)Nc1ccccc1F	5%
Cc1ccc(C)c(CN2C(=O)CSc3ccc(C(=O)NCC(C)CN4CCC(C)CC4)cc32)c1 (stereo not given)	-2%
Cc1ccc(N(CC(=O)N2CCN(c3ccccc3)CC2)S(=O)(=O)c2c(C)noc2C)cc1	12%[76.3 µM]
COc1ccc(C(CNCC(=O)Nc2ccccc2F)N(C)C)cc1 (stereo not given)	-1%
CCOc1ccc(CCNC(=O)Cn2ncn3nc(-c4ccc(OC)cc4)cc3c2=O)cc1	13%[76.3 µM]
Cc1ccc(C)c(Cn2c3ccccc3c3cnn(CC(=O)NCc4ccccc4)c(=O)c32)c1	6%[76.3 µM]
CCCn1c(-c2cccc(Br)c2)nc2ccccc21	-14%[76.3 µM]
Cc1cccc(C(=O)n2nc(-c3cccnc3)nc2NCc2ccccc2)c1	-8%[76.3 µM]
O=C(O)c1ccccc1-c1ccccc1C(=O)Nc1ccccc1Br	-14%[76.3 µM]
O=C(NCc1ccccn1)c1ccc(Cl)c(S(=O)(=O)N2CCOCC2)c1	-1%[76.3 µM]
O=C(CS(=O)(=O)c1nc(-c2ccc(Cl)cc2)cn1-c1ccccc1)Nc1ccc(F)cc1F	-1%[76.3 µM]
Cn1nc(C(=O)NCCc2ccc(S(N)(=O)=O)cc2)c2c1-c1ccccc1S(=O)(=O)C2	-3%[76.3 µM]
COc1ccc2c(c1)sc1ncc(C(=O)NCc3ccccc3F)c(=O)n12	0%[76.3 µM]
CC(=O)N1CCCC1c1nc2ccccc2n1Cc1ccc(F)cc1 (stereo not given)	12%[76.3 µM]
Cc1ccc(C)c(N2CCN(C(=O)C3CCCN(c4ncnc5c4nc4n5CCCCC4)C3)CC2)c1 (stereo not given)	-6%[76.3 µM]
COc1cccc(C=NCCCN=Cc2cccc(OC)c2O)c1O	0%
Cc1cc(N(C)Cc2ccccc2)nc2cc(O)ccc12	-4%
COc1ccc(NC(=O)c2nnn(Cc3ccc(Br)cc3F)c2N)c(OC)c1	11%[76.3 µM]
CC(=O)N1CCOc2ccc(S(=O)(=O)Nc3cccc(C)c3)cc21	-2%[76.3 µM]
Cc1ccccc1-c1noc(-c2ccc(NCc3cccnc3)c([N+](=O)[O-])c2)n1	-2%[76.3 µM]
CN1CCC(OC(=O)c2cc3cc(Cl)cc(Cl)c3oc2=O)CC1	2%[76.3 µM]
Cc1ccc(NC(=O)C2CCCN(S(=O)(=O)c3ccc4[nH]c(=O)ccc4c3)C2)c(C)c1 (stereo not given)	-2%[76.3 µM]
O=C(Nc1nc2ccccc2c(=O)s1)c1ccc(F)cc1Cl	4%
CCN1CCN(CCNC(=O)Cn2c(=O)c3cccn3c3ccc(F)cc32)CC1	-15%[76.3 µM]
CCCOc1ccc(C(=O)Nc2ccc3c(c2)OCO3)cc1	-14%[76.3 µM]
COc1ccc(-c2[nH]c(-c3cccc(OC)c3)nc2SCC(=O)Nc2ccc3c(c2)OCO3)cc1	-3%[76.3 µM]
COc1ccc(C)cc1S(=O)(=O)NC(C)C(=O)Nc1ccc2c(c1)OCO2 (stereo not given)	-2%[76.3 µM]
O=C1NC2(CCCCCC2)C(=O)N1Cc1ccccc1	5%
CC(=O)c1ccc(NC(=O)CSc2nnc(C3CC3)n2C)cc1	2%[76.3 µM]
Cc1cc(NC(=O)COc2ccc3ccccc3c2)no1	1%
CCOC(=O)c1ccccc1NC(=O)c1nn(C)c2c1COc1ccccc1-2	5%[76.3 µM]
O=C(NCc1ccc(OC(F)(F)F)cc1)C1CC2Cn3c(nc4ccccc43)C2N1Cc1ccccc1 (stereo not given)	12%[76.3 µM]
O=C(NCC1CCCO1)c1cnn2c(C(F)F)cc(C3CC3)nc12 (stereo not given)	-3%[76.3 µM]
CS(=O)(=O)N1CCc2cc(C(=O)N3CCN(c4ccc(F)cc4)CC3)ccc21	-17%&-6%[76.3 µM]
COc1ccc(-c2cc3nc(C)c(CCC(=O)N4CCN(c5ccc(F)cc5)CC4)c(C)n3n2)c(OC)c1	-16%[76.3 µM]
COc1ccc(S(=O)(=O)NNC(=O)Nc2ccc(F)cc2F)c(OC)c1	3%[76.3 µM]
COc1ccc(Nc2nc3cc(C)ccc3cc2C#N)cc1	-17%[15.3 µM]
CC(C)(C)c1ccc(C(=O)Nc2ccccc2C(=O)NCCN2CCOCC2)cc1	-8%[76.3 µM]
CC1CCN(Cc2c(C(=O)N/N=C/c3cccc(Cl)c3)nnn2-c2nonc2N)CC1	?
O=C(C[n+]1cc(Br)cc2ccccc21)c1ccc(Cl)cc1	3%
CC(C)c1ccc(C(CC(=O)O)N2Cc3ccccc3C2=O)cc1 (stereo not given)	3%
CCn1cc(C(=O)NCCc2ccc(Cl)cc2)c(=O)c2cc(S(=O)(=O)N(C)C)ccc21	5%
COc1ccccc1C1CCN(Cc2ccc(Cl)cc2Cl)CC1	-5%
Cc1cc(C)cc(NC(=O)CN(c2cc(C(F)(F)F)ccc2Cl)S(=O)(=O)c2ccccc2)c1	-2%[76.3 µM]
O=C(CNC(=O)c1ccccc1Br)N/N=C/c1ccco1	6%
CCCOc1ccc(C2c3c(-c4ccccc4O)n[nH]c3C(=O)N2CCc2ccccc2)cc1OCC (stereo not given)	4%[76.3 µM]
COC(=O)Cc1ccc(NC(=S)NCc2ccc(S(N)(=O)=O)cc2)cc1	-3%
CCCC1OC2CC3C4CCC5=CC(=O)C=CC5(C)C4C(O)CC3(C)C2(C(=O)O)O1 (stereo not given)	10%[76.3 µM]

For convenience, part of the list above:
SMILES	GAA glycogen
COC(=O)Cc1ccc(NC(=S)NCc2ccc(S(N)(=O)=O)cc2)cc1	-3%
CCCC1OC2CC3C4CCC5=CC(=O)C=CC5(C)C4C(O)CC3(C)C2(C(=O)O)O1 (stereo not given)	10%[76.3 µM]

The list continues.
SMILES	GAA glycogen
Cc1ccc(S(=O)(=O)N2CCC(C(=O)NC3CCCC3)CC2)cc1Cl	15%
CN(Cc1c(F)cccc1Cl)C(=O)CNC(=O)c1cccs1	1%[76.3 µM]
CC1CCCCC1NC(=O)CCn1ccc2cc(S(=O)(=O)N3CCCC3)ccc21 (stereo not given)	-7%[76.3 µM]
CC(C)c1ccc(NC2CCCN(C(=O)c3cccs3)C2)cc1 (stereo not given)	-6%[76.3 µM]
CC1CCc2c(sc(NC(=O)c3cc(-c4ccc(Br)cc4)on3)c2C(N)=O)C1 (stereo not given)	8%[76.3 µM]
CCOc1ccccc1C1N=C(N)Nc2nc3ccccc3n21 (stereo not given)	4%[76.3 µM]
Cc1nn(Cc2ccccc2Cl)c(C)c1NC(=O)c1noc(C(C)C)c1[N+](=O)[O-]	-5%[76.3 µM]
CCOc1cc(C2C(C(=O)OC)=C(C)NC3=C2C(=O)c2ccccc23)ccc1O (stereo not given)	?
Cc1nn2c(N3CCOCC3)cc(C(C)C)nc2c1-c1ccccc1	-2%
O=C(NC1CCN(C(=O)Nc2ccccc2Cl)CC1)c1ccco1	-3%[76.3 µM]
O=C(O)CCSc1nc2ccccc2n1-c1ccccc1	-8%
CCOc1ccc(CNCCSc2nnnn2C)cc1	14%[76.3 µM]
CC(C)C(=O)NC(c1cccc([N+](=O)[O-])c1)c1ccc2cccnc2c1O (stereo not given)	12%[76.3 µM]
COc1ccc(-c2coc3cc(OC4OC(CO)C(O)C(O)C4O)ccc3c2=O)cc1 (stereo not given)	-2%
COc1cc(/C=C2\N=C(C)OC2=O)cc(Cl)c1OC(C)=O	3%
COc1cc(NC(=O)Cn2cc(S(=O)(=O)c3ccccc3)c(=O)c3ccccc32)cc(OC)c1	-16%[76.3 µM]
CCOc1cccc(-c2c(C(=O)N/N=C/c3ccc(Br)cc3)nnn2-c2nonc2N)c1	-10%[76.3 µM]
CC1CCCCC1NC(=O)C1CC(=O)N(Cc2ccccc2)C1 (stereo not given)	3%[76.3 µM]
Fc1ccc(N2CCN(c3cnc4ccccc4n3)CC2)cc1	2%
CC(C)CCCN1CCN=C1N(C)C	2%[76.3 µM]
COc1ccccc1N1CCC(N2CCN(CC(C)(C)C)C(CCO)C2)CC1 (stereo not given)	1%[76.3 µM]
Cc1ccc(N(CCO)C(=S)Nc2ccccc2)cc1	-11%[76.3 µM]
O=C(Nc1ccc(Cl)c(-c2nc3ccccc3o2)c1)c1cccc2c(Cl)cccc12	17%[76.3 µM]
COc1ccccc1N(CC(=O)NCC1CCCO1)C(=O)CCC(=O)Nc1cc(C)on1 (stereo not given)	-4%
COc1cc(N=Cc2c(O)c3ccccc3oc2=O)c(OC)cc1Cl	9%[76.3 µM]
Cc1ccc(C)c(NC(=O)c2ccc3c(O)c(S(=O)(=O)c4ccc(Cl)cc4)c(=O)[nH]c3c2)c1	18%[76.3 µM]
Cc1cccc(CN2CCc3c([nH]c4ccccc34)C2)c1	-1%

Taken from above:
COc1ccccc1N1CCC(N2CCN(CC(C)(C)C)C(CCO)C2)CC1 (stereo not given) in GAA glycogen = 1%[76.3 µM]
COc1cc(N=Cc2c(O)c3ccccc3oc2=O)c(OC)cc1Cl in GAA glycogen = 9%[76.3 µM]
Cc1cccc(CN2CCc3c([nH]c4ccccc34)C2)c1 in GAA glycogen = -1%
COc1ccccc1N(CC(=O)NCC1CCCO1)C(=O)CCC(=O)Nc1cc(C)on1 (stereo not given) in GAA glycogen = -4%
